L3MBTL1 inh = inhibitors of human L3MBTL1; AlphaScreen L3MBTL1–H3K9me1 peptide binding; Potency, µM (titrated, usually from 57.1 µM), for the others: at the highest dose activity, negative = inhibition, most hits filed as inhibitors; 230,000 tested, 0.66% active; also: % is scaled to controls: 0 for no effect and ±100 for the full control effect; nearly all actives have a fitted effect of over 60% in size
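First, the protein-peptide complex forms for 30 min at room temperature (L3MBTL1 50 nM, biotinylated H3K9me1 peptide 75 nM). Next, compounds are pin-transferred and incubated 30 min. Finally, AlphaScreen beads are added and read after 30 min.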
TRb-SRC2 inh = TRbeta-SRC2 interaction inhibition | AID 1469 | 280,000 tested, 0.065% active | Potency, µM (highest dose often 106 µM), inactives show at the highest dose activity change, negative = inhibition, most hits filed as inhibitors | TRbeta-SRC2 peptide binding, fluorescence polarization; receptor liganded with 1 µM T3;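 also: plate controls were bound peptide for no effect and peptide without receptor for full effect; nearly all actives have a fitted effect of over 50% in size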
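Assay buffer: 20 mM Tris-HCl, 100 mM NaCl, 10% glycerol, 1 mM EDTA, 0.01% NP-40, 1 mM DTT, 1 uM T3, 5% DMSO; TRb LBD 0.6 uM, Texas Red SRC2 20 nM; FP after 5 hr.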
Tau fluor cs = counter-screen for tau fibril formation inhibitors. tau K18 P301L Alexa594 fluorescence, heparin fibrillization. Potency, µM (series often up to 57.7 µM), inactives show at the top dose activity change, negative = decrease. 280,000 tested, 0.93% active. AID 1463; also: % is scaled to controls: 0 for no effect and ±100 for the full control effect; nearly all actives have a fitted effect of over 55% in size
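Human K18 P301L tau (15 uM unlabeled plus 0.24 uM Alexa 594-labeled, final) in 100 mM sodium acetate pH 7 was mixed with compound and 20 uM heparin and incubated 6 hr at 37 C.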
HTT ATP protect = cytoprotection in Huntington HTT-Q103 PC12 cell model; Potency, µM (doses to about 56.4 µM), without a hit: cytoprotection (ATP increase), most hits filed as activators; 230,000 tested, 0.14% active; PC12 HTT-Q103 induced, cytoprotection, ATP luminescence, 40 h;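 also: % of control where 0% means no effect; nearly all actives have a fitted effect of over 45% in size; toxic huntingtin expression switched on by the ecdysone agonist tebufenozide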
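Huntington model: PC12 line, ecdysone-inducible HTTQ103 exon1–GFP, tebufenozide 100 nM. Test articles in a dose series. Endpoint luminescence from cellular ATP.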
Tau ThT inhib = blocks human tau fibril formation measured by thioflavin T; P10636; recombinant tau K18 P301L, heparin-induced fibrillization, ThT fluorescence; Potency, µM (titrated, usually from 57.4 µM), for the others: at the top dose activity, negative = inhibition, hits mostly inhibitors; 270,000 tested, 2.1% active; AID 1460; also: % is scaled to controls: 0 for no effect and ±100 for the full control effect; nearly all actives have a fitted effect of over 55% in size
Target sequence (P10636 561-689 P618L limits assumed): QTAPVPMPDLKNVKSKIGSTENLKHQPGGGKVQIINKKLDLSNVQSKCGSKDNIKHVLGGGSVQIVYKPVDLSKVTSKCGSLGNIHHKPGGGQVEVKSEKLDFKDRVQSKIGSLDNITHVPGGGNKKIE
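Heparin-induced fibrillization of the P301L-mutant K18 repeat-domain fragment of human tau was followed by ThT binding in quantitative high-throughput format.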
Tau fibril FP = tau fibrillization inhibition (FP). 280,000 tested, 0.39% active. K18 P301L tau heparin fibrillization, Alexa594 FP, 6 h. AID 1468. Potency, µM (top dose mostly 57.7 µM), inactives show at the top dose activity, negative = inhibition, hits mostly inhibitors; also: % is scaled to controls: 0 for no effect and ±100 for the full control effect; nearly all actives have a fitted effect of over 55% in size
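Heparin (20 uM) drove fibril formation of recombinant tau K18 P301L, 15 uM unlabeled with 0.24 uM Alexa 594 label, for 6 hr at 37 C in 100 mM sodium acetate pH 7. Fluorescence polarization (555/632 nm) read 1 hr after 30 uM ThT.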
RECQ1 helicase = RECQ1 (human) helicase inhibition; Potency, µM (series often up to 57.3 µM), without a hit: at the highest dose activity, negative = inhibition, usual class: inhibitors; RECQ1 DNA unwinding, red fluorescence kinetic read; 240,000 tested, 0.54% active;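 also: plate controls were vehicle for no effect and no enzyme for full effect; nearly all actives have a fitted effect of over 30% in size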
Target sequence (P46063 whole entry, looked up): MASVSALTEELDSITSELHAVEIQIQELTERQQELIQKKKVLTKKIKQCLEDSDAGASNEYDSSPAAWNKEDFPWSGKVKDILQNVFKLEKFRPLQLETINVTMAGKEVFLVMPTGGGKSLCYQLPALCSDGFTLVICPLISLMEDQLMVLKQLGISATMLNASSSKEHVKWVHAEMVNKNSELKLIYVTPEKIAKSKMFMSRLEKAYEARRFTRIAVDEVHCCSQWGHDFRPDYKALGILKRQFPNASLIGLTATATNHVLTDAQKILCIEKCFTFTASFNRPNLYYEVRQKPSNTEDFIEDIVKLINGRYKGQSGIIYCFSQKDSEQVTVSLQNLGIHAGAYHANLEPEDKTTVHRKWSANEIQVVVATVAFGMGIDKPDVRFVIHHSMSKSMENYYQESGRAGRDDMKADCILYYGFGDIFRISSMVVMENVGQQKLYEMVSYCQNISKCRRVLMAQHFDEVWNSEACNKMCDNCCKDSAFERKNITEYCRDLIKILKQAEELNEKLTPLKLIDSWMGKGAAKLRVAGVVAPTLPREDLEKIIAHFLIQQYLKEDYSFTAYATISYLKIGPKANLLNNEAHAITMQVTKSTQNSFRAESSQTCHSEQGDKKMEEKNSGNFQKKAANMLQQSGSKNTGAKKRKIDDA
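50 nM RECQ1T1 preincubated 15 min with compound in Tris pH 8.0 buffer with MgCl2, DTT, Tween-20 and 2.5 ug/ml poly(dI-dC); started with 200 nM TAMRA/BHQ-2 forked duplex and 2 mM ATP. Unwinding read as fluorescence (525/598 nm), two reads 2 h apart.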
TR SRC2 fluor cs = Texas Red fluorescence interference in TRb-SRC2 counter-screen | Potency, µM (highest dose often 106 µM), without a hit: top-dose fluorescence change, negative = quenching | 280,000 tested, 0.29% active | AID 1479 | TRb/SRC2 Texas Red total fluorescence interference; active = well fitted curve in either direction with a large enough effect; inconclusive = small, poorly fitted or top-dose-only effect; also: % is scaled to controls: 0 for no effect and ±100 for the full control effect
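Flags fluorescent or light-absorbing compounds by total fluorescence, S + 2P, at 555 nm excitation and 632 nm emission. Mixture: 20 nM Texas Red SRC2 peptide, 0.6 uM human TRb LBD, 1 uM T3, 5% DMSO; compound exposure 5 h at ambient temperature.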
Starred values were filed as active, the others as inactive; i = inactive; ? = inconclusive; nt = not tested or not shown; & = joins results of further samples; [ ] = remark or other dose. Unless noted, calls follow the shape of the dose curve; as a rule, active = well fitted curve in the direction sought with a large enough effect; inconclusive = small, poorly fitted or top-dose-only effect, or another doubt; inactive = no such curve, though single readings can be large; an effect the other way counts as inactive or inconclusive. Potency is read from the fitted curve at half-maximal effect. Only part of the results is shown; the hit share may differ from the screen's.

| smiles | L3MBTL1 inh | TRb-SRC2 inh | Tau fluor cs | HTT ATP protect | Tau ThT inhib | Tau fibril FP | RECQ1 helicase | TR SRC2 fluor cs |
| --- | --- | --- | --- | --- | --- | --- | --- | --- |
| O=C(CSc1ccc(-c2cccnc2)nn1)N1CCCCCC1 | nt | 1% | -1% | -38%[inhibitor] | -10% | 1% | -2% | 5% |
| CN(c1ccc(OCC(=O)Nc2nc3ccccc3s2)cc1)S(=O)(=O)c1ccccc1 | -12% | 1% | ? | 12%[10 µM] | -12% | ? | -1% | 0% |
| CC(=O)Nc1ccc(NC(=O)CSc2nc3ccccc3nc2N2CCCCC2)cc1 | nt | 1% | ? | nt | -7% | ? | nt | -29% |
| COc1cccc(NC(=O)CSc2nnc(-c3ccoc3C)n2-c2ccccc2)c1 | nt | -1% | -25% | -50%[inhibitor] | -16% | -3% | -11% | -1% |
| CCOC(=O)CNc1c(N2CCN(c3ccccn3)CC2)c(=O)c1=O | 6% | 0% | -2% | -3% | -10% | -3% | -2% | 0% |
| NCC(O)(CS(=O)(=O)O)c1ccc(Cl)cc1 (configuration not stated) | nt | 0% | -4% | nt | ? | 0% | -3% | -2% |
| Nc1cc(=O)nc(SCC(=O)NC2CCCCC2)n1-c1ccccc1 | 5% | -11% | -4% | 5% | -4% | -5% | -9% | -2% |
| NSc1nc(N)c2nc(-c3ccccc3)c(-c3ccccc3)nc2n1 | -21% | -6% | -19% | -1% | 16µM* | ? | -7% | -3% |
| NS(=O)(=O)c1ccc(N2N=C(c3ccccc3)CC2c2cccc(F)c2)cc1 (configuration not stated) | 54%[activator] | -2% | ? | -6%[10 µM] | ? | 17% | -3% | -2% |
| CCOc1ccc(-n2c(Cc3cc(=O)[nH]c(=O)[nH]3)nnc2SCC(=O)NC2CCCC2)cc1 | 8% | 2% | -1% | 0% | -1% | -1% | -3% | -2% |
| CCC(=O)c1c[nH]c(C(=O)NCCc2ccccn2)c1 | 2% | -10% | -10% | 3%[10 µM] | -9% | -16% | -1% | -1% |
| C=CCN1C=C2C(=O)C(C)(OC(=O)CC)C(=O)C=C2C=C1CCCC (configuration not stated) | nt | 8%[11.2 µM] | -7%[11.6 µM] | -26%&-22%[10 µM] | -5%[11.5 µM] | 0%[11.6 µM] | -5%[11.5 µM] | 1%[11.2 µM] |
| O=C(NCCCn1ccnc1)/C(=C\c1ccco1)NC(=O)c1ccco1 | nt | 5% | -9% | 2% | -14% | -2% | 1% | 0% |
| CC1CCN(C(=O)CCNS(=O)(=O)c2ccccc2)CC1 | 6% | 0% | -3% | -3% | -3% | 1% | i | 0% |
| CCOC(=O)Nc1ccc(C(=O)NCC2CCCO2)cc1 (configuration not stated) | 12% | -3% | 14% | -8% | 0% | 13% | 0% | 1% |
| CC(C)Oc1ccccc1/C=N/NC(=O)c1ccc(F)cc1 | 8% | 5% | 2% | 2%[10 µM] | 12% | -6% | 4% | -5% |
| Cc1cc(C(=O)CSc2nnc(N)s2)c(C)n1Cc1ccco1 | nt | -8% | -9% | -135%[inhibitor] | -8% | 0% | -12% | 3% |
| COc1cccc(-c2cc3nc(-c4ccccc4)cc(N4CCC5(CC4)OCCO5)n3n2)c1 | 46%[activator] | -2% | -24% | -3%[10 µM] | ? | 5% | -3% | -1% |
| O=C(c1ccccc1F)N1CCN(S(=O)(=O)c2ccc(S(=O)(=O)N3CCCCCC3)cc2)CC1 | nt | 9% | -25% | 10%[10 µM] | nt | 4% | -9% | -2% |
| CCc1cccc(NC(=O)Cn2ncc3c([nH]c4ccc(C)cc43)c2=O)c1 | nt | 1% | 3% | nt | 1% | ? | nt | -2% |
| Cc1ccc(-c2noc(CN(C(=O)Cc3ccccc3)C(C)C)n2)cc1 | nt | -1% | -12% | 13% | -8% | 11% | -6% | -1% |
| CCCCn1c(SCC(=O)N2CCCc3ccccc32)nc2c1c(=O)n(C)c(=O)n2C | -1% | 0% | 2% | -11% | -1% | -3% | -2% | -5% |
| O=C(Nc1ccc(S(=O)(=O)Nc2nccs2)cc1)c1cc(-c2ccncc2)nc2ccccc12 | ? | -2% | ? | 16%[10 µM] | -15% | 2% | ? | -3% |
| COc1ccc(Br)c(C(=O)Nn2c(C)nc3ccccc3c2=O)c1 | -9% | -2% | 0% | -33% | -11% | 8% | -6% | -3% |
| NC(=O)C1CCN(C(=O)c2ccc(Oc3ccccc3)cc2)CC1 | nt | -7% | -7% | 7% | -12% | -8% | -13% | -4% |

Reformatted as labelled records: two of the compounds above
COc1cccc(NC(=O)CSc2nnc(-c3ccoc3C)n2-c2ccccc2)c1
  L3MBTL1 inh: nt	TRb-SRC2 inh: -1%	Tau fluor cs: -25%	HTT ATP protect: -50%[inhibitor]	Tau ThT inhib: -16%	Tau fibril FP: -3%	RECQ1 helicase: -11%	TR SRC2 fluor cs: -1%

CCOC(=O)CNc1c(N2CCN(c3ccccn3)CC2)c(=O)c1=O
  L3MBTL1 inh: 6%	TRb-SRC2 inh: 0%	Tau fluor cs: -2%	HTT ATP protect: -3%	Tau ThT inhib: -10%	Tau fibril FP: -3%	RECQ1 helicase: -2%	TR SRC2 fluor cs: 0%

Further compounds follow:
| smiles | L3MBTL1 inh | TRb-SRC2 inh | Tau fluor cs | HTT ATP protect | Tau ThT inhib | Tau fibril FP | RECQ1 helicase | TR SRC2 fluor cs |
| --- | --- | --- | --- | --- | --- | --- | --- | --- |
| Cc1occc1C(=O)N/N=C/C=C\c1ccccc1[N+](=O)[O-] | -2% | 6% | -9% | -14% | -18% | -8% | i | -3% |
| Cc1ccc(S(=O)(=O)NCc2ccc(C(=O)N3CCCC3)cc2)cc1 | -7% | -2% | 6% | nt | -5% | 1% | -1% | -1% |
| CCOCCCNC(=O)C1CCN(c2nc3ccc(C)cc3[nH]2)CC1 | nt | 1% | -5% | nt | -8% | 3% | nt | 0% |
| O=C1CC(NNC(=O)c2cccc(F)c2)C(=O)N1 (configuration not stated) | 9% | 0% | -5% | -9%[10 µM] | -11% | 9% | -8% | -2% |
| CNC(=O)c1cc2cc(Cc3ccccc3Cl)ccc2oc1=O | 6% | -1% | 2% | 3%[10 µM] | -3% | 2% | 13% | 0% |
| N#CC1=C(N)NC(SCC(=O)c2ccc(Cl)cc2)=C(C#N)C12CCCC2 | nt | -3% | 16µM*[quencher] | 11% | ? | 14% | -10% | 1% |
| Cc1cc2oc(=O)cc(-c3ccccc3)c2c(C)c1-c1cccc(N)c1 | nt | 9% | -22%[81.3 µM] | nt | -8%[81.4 µM] | 8%[81.3 µM] | -9%[81.1 µM] | -4% |
| O=C(OCCN1CCCC1)C1(c2ccccc2)CCCC1 | nt | 0% | 3% | 1%[10 µM] | -4% | 5% | 2% | -1% |
| COC(=O)Nc1ccc(OCc2ccccc2)cc1 | nt | 4% | -6% | -35% | -17% | 5% | 5% | -5% |
| CCOc1ccc(S(=O)(=O)NCc2ccco2)c2ccccc12 | -14% | -4% | -11% | -10% | ? | -8% | -9% | 0% |
| O=C1CC(c2ccccc2C(F)(F)F)c2c(c3ccccc3[nH]c2=O)O1 (configuration not stated) | nt | -4% | -11% | nt | ? | 7% | nt | 3% |
| COc1ccc(Nc2nnc(SCc3cc(=O)n4ccsc4n3)s2)cc1 | -17% | 0% | -29% | -29% | ? | -7% | -19% | -6% |
| CCOC(=O)C1=C(C)NC(C)=C(C(=O)OCC)C1C(=O)OCC(=O)N(C)C | nt | -1% | 7% | 20%[10 µM] | nt | 2% | -2% | -1% |
| O=C(Nc1nc2c(F)cc(F)cc2s1)C1CC(=O)N(Cc2ccco2)C1 (configuration not stated) | ? | -2% | -29% | -10%[10 µM] | ? | -12% | -11% | 1% |
| O=C(CSc1nccn1-c1ccccc1)c1ccc(Br)cc1 | -17% | 1% | -15% | -22% | -11% | -4% | i | 1% |
| CC(C)(C)c1ccccc1NC(=O)c1ccco1 | -1% | 4% | 0% | -7% | -2% | -4% | i | 2% |
| CCn1cc(/C=C/C(=O)Nc2ccn(Cc3c(F)c(F)c(F)c(F)c3F)n2)cn1 | -4% | -1% | -1% | nt | -14% | -3% | -1% | -3% |
| CC(=O)Nc1ccc(NC(=O)CN(c2ccc(C(C)C)cc2)S(=O)(=O)c2ccccc2)cc1 | 12% | -5% | -26% | -1% | ? | ? | -5% | -3% |
| CCCCOc1ccc(-c2cn3ccccc3n2)cc1[N+](=O)[O-] | -15% | 0% | ? | -26%[10 µM] | ? | -2% | -3% | -4% |
| OCc1nn2c(c1Br)NC(c1ccccc1)CC2C(F)(F)F (configuration not stated) | -14%[11.4 µM] | -16% | 1% | 9% | -6% | 11% | 3% | -1% |
| CCc1ccccc1Nc1nn2c(=O)c3ccc(C(=O)NC(C)c4ccccc4)cc3nc2s1 (configuration not stated) | nt | 1% | -19% | nt | -3% | ? | nt | -1% |
| COc1ccc(NC(=O)c2cc3ccccn3n2)cc1 | nt | -5% | -10% | -88%[inhibitor] | ? | 0% | i | -3% |
| Cc1ccc(CN2CCN(C3CCN(C(=O)c4ccc(C)cc4)CC3)C(=O)C2=O)cc1 | nt | 0% | -11% | nt | -4% | -6% | nt | 0% |
| COc1ccc(OCCCN2CCCC(C)C2)cc1 (configuration not stated) | 1% | -5% | 2% | -8%[0.074 µM] | -3% | 0% | -14% | 3% |
| CC(C)N1CCC(NC(=O)Nc2ccc3c(c2)OCO3)CC1 | 30% | -1% | 5% | 1%[10 µM] | 2% | 9% | i | -1% |
| NS(=O)(=O)c1ccc(CCNC(=O)CSc2nc3ccsc3c(=O)n2C2CC2)cc1 | 0% | -12% | -3% | -7%[10 µM] | 1% | -7% | i | 3% |
| CCc1ccccc1Nc1nc(N)nc(CSc2nnc3ccccn23)n1 | nt | 2% | -9% | -15% | -6% | 0% | -15% | -4% |
